Shn3 inh set2 – Schnurri-3 reporter inhibition in Clone20 osteoblasts. inhibition, % at 12.5 µM. Clone20 osteoblast Shn3 3'UTR firefly luciferase, 24 h. hit rate 0.52% among 360,000;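 active = mean inhibition of at least 75% with every replicate also reaching 75%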;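 note: 0% = median of neutral control wells and 100% = pilot-screen positive control compound; some compounds past the cut are filed as inactive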
NR2E3 ag-1 – activates human NR2E3 receptor | CHO-S Gal4-NCOR/VP16-NR2E3 two-hybrid, luciferase | inhibition of corepressor binding, % at 3.98 µM | hit rate 0.35% among 360,000 | AID 602229;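 active = inhibition above the mean of all tested compounds plus 3 SD, cut at about 70% in these data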;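 note: 0% = DMSO with NR2E3 transfected cells and 100% = cells lacking NR2E3 construct; higher means lower luciferase signal from less NR2E3 corepressor binding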
Target sequence (Q9Y5X4 whole entry, looked up, the tested form may be a part): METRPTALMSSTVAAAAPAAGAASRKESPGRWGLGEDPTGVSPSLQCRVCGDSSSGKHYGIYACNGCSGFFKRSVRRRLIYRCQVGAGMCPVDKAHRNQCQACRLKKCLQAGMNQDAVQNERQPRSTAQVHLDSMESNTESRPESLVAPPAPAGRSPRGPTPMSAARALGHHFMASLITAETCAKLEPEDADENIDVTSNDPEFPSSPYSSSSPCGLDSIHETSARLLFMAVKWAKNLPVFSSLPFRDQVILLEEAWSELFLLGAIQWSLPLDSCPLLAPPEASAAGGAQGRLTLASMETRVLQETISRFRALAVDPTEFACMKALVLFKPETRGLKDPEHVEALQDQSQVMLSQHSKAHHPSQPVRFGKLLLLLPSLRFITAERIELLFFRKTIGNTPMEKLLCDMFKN
KKLEB tox – CF airway cell cytotoxicity counter-screen; activity change (cytotoxicity), % at 5 µM; AID 602141; hit rate 0.36% among 360,000; KKLEB CF airway cells viability, ATPlite luminescence, overnight; stronger effect = lower value; cells stimulated with P. aeruginosa culture filtrate;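 active = corrected activity change at or below -50% at 5 µM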
aDG glyco act – increases alpha dystroglycan glycosylation | Pro5-aDG cells, alpha-DG glycosylation AlphaScreen (IIH6); 0% Pro5, 100% B10-LARGE cell signal | activation, % at 10 µM | hit rate 0.22% among 360,000 | AID 624168;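 active = activation of at least 8% versus controls, or a plate z-score of at least 8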;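 note: Pro5 are CHO cells carrying HIG-tagged alpha-DG that lacks glycosylation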
HIF-2a block – inhibitors of HIF-2a. inhibition, % at 18.8 µM. hit rate 0.72% among 360,000. 786-0 RCC cells HIF-2a reporter, luciferase luminescence, overnight;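 active = inhibition of the luminescence signal of 40% or more relative to plate controls, in a single-dose primary screen at 18.75 µM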
NR2E3 ag-2 – activates human photoreceptor nuclear receptor NR2E3; AID 2300; hit rate 0.12% among 320,000; inhibition of corepressor binding, % at 4.78 µM; Q9Y5X4; GST-NR2E3/biotin-RetCOR TR-FRET, 1536-well;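 active = percent inhibition above the cutoff of mean plus 3 SD of all tested compounds, set per screening campaign, cut at about 20% in these data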;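 note: 0% = DMSO wells and 100% = biotin wells as full block of FRET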
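Format: 1536-well format; test system: GST-NR2E3 and biotin-RetCOR proteins; read-out basis: percent inhibition of TR-FRET ratio; timing: 5 h incubation at 4 °C; detection: time-resolved FRET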
CF NFkB inh – blocks PAF-induced NF-kB reporter in cystic fibrosis cells; KKLEB NF-kB-GFP reporter, GFP fluorescence overnight; inhibition, % at 5 µM; hit rate 0.86% among 360,000; AID 588850;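 active = at least 50% inhibition at 5 µM, scaled per plate between neutral and stimulator controls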;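 note: PAF is a Pseudomonas aeruginosa culture filtrate used as stimulus; plate controls were PAF-stimulated DMSO wells for no effect and unstimulated DMSO wells for full effect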
Peg3 promoter – Peg3 promoter activity inhibition; hit rate 1.7% among 360,000; inhibition, % at 20 µM; HeLa PEG-Prom luciferase reporter, luminescence, overnight;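 active = inhibition of at least 50% at 20 µM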
TRPM1 prom inh – MITF TRPM1 promoter inhibition in SK-MEL-5 cells. SK-MEL-5 TRPM1 promoter luciferase, 24 h. inhibition, % at 12.5 µM. hit rate 0.83% among 330,000;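 active = mean inhibition across replicates of 60% or more, whatever share of single replicates reaches that level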; note: values of inactives mirror those of a sister screen read the other way
iPSC survival up – enhancers of human iPSC single-cell survival | AID 602274 | hiPSC single-cell survival, ATPlite luminescence; 100% = ROCK inhibitor wells, 0% = DMSO | survival enhancement, % at 20 µM | hit rate 0.044% among 360,000; in the data active = survival enhancement above about 18%;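 note: cells exposed to compounds for 16 hours before the ATP read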
TWEAK Fn14 block – inhibitors of TWEAK-Fn14 interaction signaling; hit rate 2% among 360,000; TWEAK-stimulated Fn14 reporter cells, luciferase luminescence, 8 h; inhibition, % at 10 µM; in the data active = inhibition above about 50%
* = called active by the depositor; · = no result given.

SMILES	Shn3 inh set2	NR2E3 ag-1	KKLEB tox	aDG glyco act	HIF-2a block	NR2E3 ag-2	CF NFkB inh	Peg3 promoter	TRPM1 prom inh	iPSC survival up	TWEAK Fn14 block
O=c1[nH]c(/C=C/c2ccc(Br)cc2)nc2ccccc12	-111.9	-182.7	-24.7	0.0	-364.5	-1.8	-2.4	-266.5	-65.2	-0.7	-7.2
OC[C@@H]1CN(Cc2ccc(F)cc2)C[C@H](n2cnc3c(Nc4ccccc4)ncnc32)O1	-3.0	-50.4	17.3	-0.5	-4.9	·	-12.7	12.8	·	0.9	10.5
CCN(CC)S(=O)(=O)c1ccc(N/N=C/c2ccc(O)cc2)nc1	13.1	-11.3	-0.7	-0.1	12.0	0.3	-10.9	2.6	-5.2	-1.3	6.7
CC(C(=O)Nc1ccccc1Br)c1ccc([N+](=O)[O-])cc1 (stereo not drawn)	-5.5	14.6	-5.0	-0.4	8.4	5.4	12.4	0.0	-0.2	2.5	-7.1
CC(C)(C)C(=O)Nc1ccc(-c2cn3ccsc3n2)cc1	-41.2	-162.0	-20.3	0.4	-21.7	-3.6	-13.5	-21.2	3.0	-5.6	74.1*
COc1ccc(CCC(C)NCc2ccc(F)cc2)cc1 (stereo not drawn)	-5.6	9.6	-12.6	0.0	2.7	4.9	20.4	-1.6	-12.2	0.1	-18.6
CCN(CCN(C)C)C(=O)C1CCN(S(=O)(=O)c2c(C)noc2/C=C/c2ccccc2F)CC1	-8.0	7.2	-4.3	2.0	-1.7	2.6	12.8	90.0*	44.6	-0.7	-57.9
CCc1ccc2[nH]c(C(=O)Nc3ccc4c(c3)OCO4)cc2c1	-32.3	-34.9	13.0	1.0	-175.6	-2.2	-16.8	-110.1	-44.2	-0.2	-19.9
CN(CC(=O)Nc1ccccn1)S(=O)(=O)c1ccc(Cl)cc1	6.6	-5.3	-2.5	-0.3	1.2	0.1	3.9	5.4	5.2	-3.3	-3.0
O=C(Nc1ccon1)c1cccc(S(=O)(=O)N2CCCCCC2)c1	13.4	-42.8	-4.9	0.3	-0.3	3.5	-16.4	12.8	7.5	4.8	-1.2
CCCS(=O)(=O)N1CCN(CC2CC=CCC2)CC1 (stereo not drawn)	5.4	4.9	-7.7	0.2	8.6	-0.5	6.2	1.9	2.5	-1.4	-5.8
O=c1[nH]c(=O)n(Cc2ccco2)c2c1C(C(F)(F)F)(C(F)(F)F)N=C(C1CCCCC1)N2	20.5	-14.6	2.8	0.0	10.8	-0.2	-2.9	15.2	-3.5	-1.3	-17.3
COc1ccc(S(=O)(=O)N2CCCCC2)cc1NC(=O)c1ccc2c(c1)OCO2	-40.2	33.5	-6.2	0.2	-8.6	1.4	-3.5	14.1	-8.4	0.4	8.1
O=C(Nc1ccc2c(c1)OCO2)N1CCN(c2ccccc2)CC1	-9.4	-22.4	-5.2	0.3	-19.6	-1.8	1.1	-38.1	4.1	-2.4	-17.6
CCCn1c(SCc2cc(=O)[nH]c3ccccc23)nc2c1c(=O)n(C)c(=O)n2C	30.3	-9.8	-0.8	0.3	22.5	0.2	6.0	15.8	-3.3	3.1	-11.5
O=C(CCNC(=O)c1ccc(Br)cc1)NCCCN1CCCC1=O	-8.9	-10.1	8.4	0.0	4.3	1.2	-0.6	12.1	6.9	-0.3	6.2
CCCCCCCNc1cccc(C)c1	8.4	-27.2	3.2	-0.1	-14.6	-0.2	-8.3	-4.4	-12.8	0.3	-10.2
NC(=O)c1cc(S(=O)(=O)N2CCCCC2)cs1	14.6	1.3	-9.3	0.1	4.5	-2.1	5.7	23.4	-4.6	-0.1	-6.6
Cc1cccc(N(C)c2cc(-c3ccc(F)cc3)nc3ccnn23)c1	10.0	-43.4	-15.2	0.3	-9.9	·	7.9	19.1	·	4.0	-3.8
COc1ccccc1C/C(N)=N/OC(=O)COc1ccc(C)cc1	1.0	-2.9	-9.7	0.0	-21.3	-4.2	-4.5	-4.7	-10.2	1.7	-11.2
Cn1nccc1C(=O)OCC(=O)Nc1ccc(S(N)(=O)=O)cc1	0.4	-15.2	-0.2	1.2	-1.8	3.2	-7.0	-12.0	1.2	-0.2	9.9
CCN1CCN(C(=S)Nc2ccc3nc4n(c(=O)c3c2)CCCCC4)CC1	15.9	-8.0	4.4	-0.4	12.1	1.0	1.0	1.8	15.5	-0.1	29.8
O=C(O)CC(NC(=O)C1CCCCC1)c1ccc(OC2CCCC2)cc1 (stereo not drawn)	9.1	-23.5	7.8	-0.2	6.6	4.0	-17.1	6.3	-8.1	-1.3	29.2
COc1ccc(S(=O)(=O)Nc2ccc(-n3cnnn3)cc2)cc1Br	-2.2	0.1	-15.2	0.0	12.3	·	-33.5	5.8	2.8	-0.6	4.1
CCOC(=O)c1csc(NC(=O)CC2CCCC2)n1	-1.9	-24.8	11.3	0.1	-91.5	-0.2	8.8	-57.7	-20.7	-0.7	-20.9

Entries of single compounds from above.
OC[C@@H]1CN(Cc2ccc(F)cc2)C[C@H](n2cnc3c(Nc4ccccc4)ncnc32)O1 is entered as Shn3 inh set2 = -3.0; NR2E3 ag-1 = -50.4; KKLEB tox = 17.3; aDG glyco act = -0.5; HIF-2a block = -4.9; NR2E3 ag-2 = ·; CF NFkB inh = -12.7; Peg3 promoter = 12.8; TRPM1 prom inh = ·; iPSC survival up = 0.9; TWEAK Fn14 block = 10.5
COc1ccccc1C/C(N)=N/OC(=O)COc1ccc(C)cc1 is entered as Shn3 inh set2 = 1.0; NR2E3 ag-1 = -2.9; KKLEB tox = -9.7; aDG glyco act = 0.0; HIF-2a block = -21.3; NR2E3 ag-2 = -4.2; CF NFkB inh = -4.5; Peg3 promoter = -4.7; TRPM1 prom inh = -10.2; iPSC survival up = 1.7; TWEAK Fn14 block = -11.2

Next section:
SMILES	Shn3 inh set2	NR2E3 ag-1	KKLEB tox	aDG glyco act	HIF-2a block	NR2E3 ag-2	CF NFkB inh	Peg3 promoter	TRPM1 prom inh	iPSC survival up	TWEAK Fn14 block
CC(C)(C)SCCNC(=O)c1ccccc1	-63.4	-94.3	1.6	0.1	-148.1	-1.4	-16.8	-137.1	-54.8	-0.2	5.7
O=C(NC1CC1)c1cccc(NC(=O)c2cnn(-c3ccccc3)n2)c1	6.2	8.2	14.1	-0.1	-51.6	·	-5.8	-19.3	-12.4	-0.5	15.8
N/C(=N\OC(=O)c1cc(-c2ccccc2)nc2ccccc12)c1ccc(Cl)cc1	-0.8	6.2	-19.0	-0.6	-7.5	-0.1	-3.1	-13.5	-3.5	-0.8	2.0
Cc1cccnc1NC(=O)c1ccccc1NC(=O)C(C)(C)C	-4.5	-25.5	2.9	-0.1	3.7	0.7	7.2	0.3	-2.9	-1.7	9.9
COc1ccc(Nc2ccc3c(c2)=NC2(CCCCC2)[N+]=3[O-])cc1	-16.5	14.6	-29.8	-0.4	-49.5	-19.2	63.8*	95.2*	86.5*	-4.6	7.7
CC(C)N(Cc1cnn(C)c1)Cc1nc(-c2ccc(Cl)cc2)no1	10.9	-27.7	7.8	0.0	-10.2	1.9	-20.6	-0.7	10.8	0.0	-2.9
Cc1cc(C)cc(NC(N)=S)c1	-11.2	5.3	2.7	-0.3	17.6	0.2	-1.6	6.2	3.5	0.4	5.7
COc1ccc(CNC(=O)CN(c2ccc(C(C)=O)cc2)S(=O)(=O)c2ccc(C)cc2)cc1OC	6.2	-62.8	4.7	-0.2	-26.3	·	8.7	-0.9	-4.7	-1.9	-8.5
O=C(c1cccc(N2C(=O)c3ccccc3C2=O)c1)N1CCCCCC1	4.6	-1.2	2.7	-0.2	16.7	-0.8	2.2	6.9	0.7	2.1	7.8
COc1ccc(OCC(=O)NCCS(=O)(=O)N2CCN(c3ccc(F)cc3)CC2)cc1	8.6	27.2	-12.6	0.5	2.4	2.2	-7.0	0.0	8.4	0.0	20.5
CCCC1(C(=O)OCC)NC(c2cc(OC)c(OC)c(OC)c2)C2C(=O)N(CC)C(=O)C21 (stereo not drawn)	-24.4	18.0	1.0	0.5	14.7	3.0	8.9	-2.5	0.5	-1.5	-3.8
O=C(NCSC1=NCCS1)c1ccccc1	-16.6	-8.0	0.1	-0.2	1.2	4.1	-7.9	7.4	-3.3	-1.1	15.3
O=C(N/N=C\c1cc2c(cc1Cl)OCO2)c1cccnc1	-3.4	-13.5	-7.3	-0.4	-35.0	5.3	3.9	4.8	-15.0	-0.1	0.5
CSCCNC(=O)C1(C)CCN1C(=O)c1ccc(C(C)(C)C)cc1 (stereo not drawn)	19.3	-41.5	-6.6	0.0	8.6	·	12.3	3.8	·	-0.4	10.1
CCCCSC1(SCCCC)N=C(N)C2(C#N)C(c3ccccc3)NC(C)=C(C)C12C#N (stereo not drawn)	9.6	-42.9	2.8	0.3	-0.3	-1.2	-10.3	18.6	7.4	-5.3	-16.7
CC1CN(C(=O)CCC(=O)NCCCN2CCC(Cc3ccccc3)CC2)c2cc(Cl)ccc2O1 (stereo not drawn)	-7.2	2.4	-15.2	0.0	-5.8	0.0	31.6	101.7*	81.8*	-0.6	-12.8
Cc1ccc(C(NC(=O)C2CCN(CCCOc3ccccc3)CC2)c2ccccn2)cc1 (stereo not drawn)	17.6	-6.5	1.9	-0.1	8.9	·	6.9	-4.0	·	-1.9	-4.0
Cc1nc(-n2nnc3ccccc32)c2c3c(sc2n1)CCCC3	3.2	-13.0	-5.2	-0.2	17.4	2.4	-5.0	9.5	8.5	-0.7	-12.2
Cc1sc(NC(=O)c2ccco2)c(C(c2ccccc2)N2CCC(C)CC2)c1C (stereo not drawn)	-3.1	-22.5	-12.6	-0.1	13.2	0.8	16.0	4.6	16.5	2.2	14.4
CCCCCCn1nc(C(=O)OCC(=O)c2c(N)n(C)c(=O)n(C)c2=O)c2ccccc2c1=O	12.7	9.5	-8.4	0.1	-0.5	-1.5	1.7	42.6	7.2	-0.1	16.9
O=C(NCc1ccccc1CN1CCCCC1)c1ccccc1N1CCCC1=O	9.6	20.4	1.5	-0.2	5.9	0.7	0.9	0.3	-3.6	0.2	-4.4
CN1CCCN(C2C3CC4CC(C3)CC2C4)CC1 (stereo not drawn)	23.4	-4.2	-2.3	0.2	-3.3	3.6	11.8	-9.6	-11.1	-1.5	-16.7
CC1CN(S(=O)(=O)c2cc(C(=O)NCCCN3CCCC3=O)ccc2Cl)CC(C)O1 (stereo not drawn)	3.0	4.5	4.2	0.1	13.0	·	-14.9	5.8	6.6	-0.4	10.3
CC(C)Cc1nnc(NC(=O)CCC(=O)Nc2ccc3cn[nH]c3c2)s1	-44.2	-0.1	-1.7	-0.1	16.8	4.5	25.9	19.8	9.4	0.5	-7.1

Part of the list above, as a markdown table.
| Structure | Shn3 inh set2 | NR2E3 ag-1 | KKLEB tox | aDG glyco act | HIF-2a block | NR2E3 ag-2 | CF NFkB inh | Peg3 promoter | TRPM1 prom inh | iPSC survival up | TWEAK Fn14 block |
| --- | --- | --- | --- | --- | --- | --- | --- | --- | --- | --- | --- |
| CC1CN(S(=O)(=O)c2cc(C(=O)NCCCN3CCCC3=O)ccc2Cl)CC(C)O1 (stereo not drawn) | 3.0 | 4.5 | 4.2 | 0.1 | 13.0 | · | -14.9 | 5.8 | 6.6 | -0.4 | 10.3 |
| CC(C)Cc1nnc(NC(=O)CCC(=O)Nc2ccc3cn[nH]c3c2)s1 | -44.2 | -0.1 | -1.7 | -0.1 | 16.8 | 4.5 | 25.9 | 19.8 | 9.4 | 0.5 | -7.1 |

Screening results from PubChem BioAssay.
